HEK293 cAMP ctrl: parental HEK293 cAMP activation (counter-screen). Potency, µM (series often up to 57.1 µM), without a hit: at the highest dose activation, actives largely listed as activators. parental HEK293 CNG cAMP sensor, membrane potential fluorescence. 73,000 compounds, 2.5% hits. AID 938; also: potency is read from the fitted curve at half-maximal effect; % of control where 0% means no effect; nearly all actives have a fitted effect of over 55% in size
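Parental HEK 293 cells stably expressing a cAMP-gated CNG channel were loaded with membrane potential dye containing 100 uM RO 20-1724 for 60 min. Compound added for 30 min; depolarization read as fluorescence intensity at 590 nm.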
Luciferase inh: blocks Photinus pyralis firefly luciferase activity | Potency, µM (highest dose often 57.1 µM), inactives show at the highest dose activity change, negative = inhibition, actives largely listed as inhibitors | 72,000 compounds, 2.2% hits | purified firefly luciferase, luminescence, 8 min | P08659; also: potency is read from the fitted curve at half-maximal effect; % is scaled to controls: 0 for no effect and ±100 for the full control effect; nearly all actives have a fitted effect of over 40% in size
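Titration-based qHTS; buffer 50 mM imidazole pH 7.2, 50 mM KCl, 7 mM MgCl2, 10 uM ATP, 0.01% Tween 20, 0.05% BSA; luciferase/luciferin detector mix added after compound; 8 min, ambient; luminescence.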
Casp1 inh: blocks human caspase-1 allosterically or competitively; P29466; Caspase-1 enzyme, Ac-WEHD-AFC fluorogenic rate; Potency, µM (highest dose often 57.5 µM), for the others: at the highest dose activity change, negative = inhibition, most hits filed as inhibitors; 75,000 compounds, 0.03% hits;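 also: potency is read from the fitted curve at half-maximal effect; plate controls were vehicle for no effect and no substrate for full effect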
BRCT PPI red: BRCT-phosphoprotein interaction inhibition (red fluorophore). P38398. BRCT-phosphopeptide binding, red fluorescence polarization. Potency, µM (titrated, usually from 76.9 µM), for inactives: at the highest dose activity change, negative = inhibition, actives largely listed as inhibitors. 75,000 compounds, 0.03% hits. AID 892; also: % is scaled to controls: 0 for no effect and ±100 for the full control effect
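Fluorescence polarization: 100 nM His-tagged BRCA1 BRCT with 100 nM TAMRA-labelled phospho-BACH1 decapeptide, phosphate buffer pH 7.3 with 150 mM NaCl, DTT, 0.01% Tween 20; 12 min RT. Binding inhibition seen as FP decrease.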
Casp7 inh: allosteric or competitive inhibitors of human caspase-7; P55210; recombinant caspase-7, Ac-DEVD-AFC fluorescence rate; Potency, µM (highest dose often 57.5 µM), inactives show top-dose activity change, negative = inhibition, most hits filed as inhibitors; 75,000 compounds, 0.02% hits; AID 889; active = well fitted inhibition curve with a large enough effect in the main read-out, with a control signal flat, not every such curve was filed as active; inconclusive = small, poorly fitted or top-dose-only effect, or a change in a side signal; also: potency is read from the fitted curve at half-maximal effect; % of control where 0% means no effect
Tau filament bind: binds recombinant human tau filaments | Potency, µM (top dose mostly 57.1 µM), inactives show at the highest dose activity change, negative = inhibition | P10636 | recombinant tau filaments, thioflavin S fluorescence, 15 h; filaments grown with octadecylsulfate alongside compound | 71,000 compounds, 2% hits;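 also: potency is read from the fitted curve at half-maximal effect; % is scaled to controls: 0 for no effect and ±100 for the full control effect; actives lower thioflavin S fluorescence by blocking filaments or displacing dye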
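Quantitative HTS: thioflavine S signal from ODS-induced tau filaments, excited at 450 nm, emission 510 nm. Conditions: 1 uM tau, 30 uM ODS, 15 h at 37 C, pH 7.4.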
BRCT PPI green: blocks human BRCA1 BRCT binding to phosphopeptide, green readout. Potency, µM (doses to about 76.9 µM), for the others: at the top dose activity change, negative = inhibition, most hits filed as inhibitors. 75,000 compounds, 0.05% hits. BRCA1 BRCT-phosphopeptide binding, green fluorescence polarization. P38398;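 also: potency is read from the fitted curve at half-maximal effect; plate controls were peptide without protein for full effect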
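Compounds were incubated for 12 min at room temperature with a complex of 100 nM fluorescein-tagged pBACH1 decapeptide and 250 nM His-tagged BRCT protein. Buffer was phosphate pH 7.3 with EDTA, DTT and Tween 20. Disruption of binding lowers the polarization signal.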
CRE-bla Fsk: modulators of forskolin-stimulated CRE signaling in CHO cells; CHO CRE-bla reporter (cAMP response element driving beta-lactamase), forskolin EC10, beta-lactamase ratio; Potency, µM (doses to about 38.2 µM), inactives show at the top dose activity change, negative = inhibition, most hits filed as activators; 71,000 compounds, 2.5% hits; AID 662; active = well fitted activation curve with a large enough effect in the signal ratio, with a control signal flat, not every such curve was filed as active; inconclusive = small, poorly fitted or top-dose-only effect, or effect the other way, or a change in a side signal; the % refers to the signal ratio; also: potency is read from the fitted curve at half-maximal effect; % of control where 0% means no effect
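Modulation of forskolin signalling: compounds in titration series added with EC10 NKH 477 to CHO cells carrying a CRE-driven beta-lactamase reporter, 3 h, 37C. CCF4 FRET ratio (460/530 nm, ex 405 nm) gives %activity and AC50.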
A350 fluor: compound fluoresces in the Alexa 350 spectral region; 59,000 compounds, 11% hits; Compound autofluorescence, 340/450 nm, Alexa 350 dye-equivalents; hits give high values; max dye-equivalent concentration, M; in the data active = max dye-equivalent concentration above about 10 nM; inconclusive = mostly about 1.1 nM to 9.6 nM
ERK AVP block: vasopressin-driven ERK pathway inhibition; HEK293-V1b, vasopressin-stimulated pERK AlphaScreen; Potency, µM (top dose mostly 57.5 µM), for the others: at the top dose activity, negative = inhibition, actives largely listed as inhibitors; 72,000 compounds, 0.99% hits; also: potency is read from the fitted curve at half-maximal effect; % is scaled to controls: 0 for no effect and ±100 for the full control effect; nearly all actives have a fitted effect of over 55% in size
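HEK293 cells stably expressing V1b receptor, seeded overnight in 1% FBS, were treated with compounds for 30 min at 37C, then stimulated 5 min with 25 nM vasopressin; phospho-ERK read by AlphaScreen SureFire after lysis.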
USP2a inh: blocks human ubiquitin-specific protease USP2a. O75604. USP2a enzymatic assay, qHTS inhibition. Potency, µM (titrated, usually from 38.3 µM), for inactives: at the top dose activity change, negative = inhibition, hits mostly inhibitors. 60,000 compounds, 0.1% hits. AID 927;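 also: potency is read from the fitted curve at half-maximal effect; nearly all actives have a fitted effect of over 60% in size; plate controls were DMSO for no effect and NEM full inhibition control for full effect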
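Inhibition is measured in a cell-free coupled assay with 20 nM USP2 core, 20 nM Ub-PLA2 and 20 uM NBD C6-HPC, 2.5 h incubation. Activity normalized to NEM control.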
Active calls of the source: *; i = inactive; ? = inconclusive; . = no result given; [ ] = remark or other dose. Unless noted, calls follow the shape of the dose curve; as a rule, active = well fitted curve in the direction sought with a large enough effect; inconclusive = small, poorly fitted or top-dose-only effect, or another doubt; inactive = no such curve, though single readings can be large; an effect the other way counts as inactive or inconclusive.

SMILES | HEK293 cAMP ctrl | Luciferase inh | Casp1 inh | BRCT PPI red | Casp7 inh | Tau filament bind | BRCT PPI green | CRE-bla Fsk | A350 fluor | ERK AVP block | USP2a inh
Cc1ccc(Cl)cc1N1CCN(C(=O)C2CCN(S(=O)(=O)c3c(C)nn(C)c3C)CC2)CC1 | 12% | 2% | -2% | -0.3% | 0% | 9% | -1.4% | -20% | i | 31%[activator] | 40%[activator]
O=C(Nc1ccn(-c2ccccc2)n1)c1ccc(S(=O)(=O)N2CCCCCC2)cc1 | 18% | 0% | -1% | -1.2% | -3% | 34% | -1.3% | ? | i | -11% | 23%
COc1cc2c(C(=O)N3CCN(C4CCCCC4)CC3)cn(CC(C)C)c(=O)c2cc1OC | ? | 4% | 0% | -0.6% | 1% | -6% | -0.8% | ? | i | 4% | 12%
Cc1cc(C)nc(SCCC(=O)N(C)C)n1 | 2% | -1% | 1% | 0.2% | 3% | 3% | -4.0% | 9% | i | -5% | -3%
Nc1nsnc1C(=O)NCCO | -4% | 5% | 0% | 0.4% | -3% | 1% | -1.0% | -3% | 2.9e-08M* | -1% | -4%
O=C(O)C1C2C=CC(C2)C1C(=O)Nc1cccc(F)c1 (stereo unspecified) | 1% | -1% | 2% | -0.8% | -1% | -1% | -0.1% | -2% | i | 4% | -3%
CCOC(=O)/C=C(\C)Sc1cc(=O)oc2ccccc12 | 10% | -1% | 0% | -3.6% | -2% | -5% | -0.2% | -20% | i | 7% | -10%
O=C1c2ccccc2C(=O)c2c1ccc(C(=O)O)c2-c1ccc2ccccc2c1 | ? | -6%[11.4 µM] | -1%[11.5 µM] | 0.7%[15.4 µM] | -3%[11.5 µM] | 3.2µM* | -1.7%[15.4 µM] | ? | i | -8%[11.5 µM] | .
CCOc1ccc(CNc2ccc3c(c2)ncn3C)cc1 | 11% | -1% | 0% | -0.8% | -1% | 5% | -0.3% | -1% | i | 13% | 8%
COc1ccc(S(=O)(=O)N2CCN(C(=O)NCc3ccccc3)CC2)cc1 | -10% | 0% | 1% | -1.0% | 0% | 2% | 2.0% | -8% | i | 16% | 3%
Nn1c(SCC(=O)Nc2ccc(F)cc2)nnc1-c1ccccn1 | -10% | 3% | 0% | 1.0% | 1% | 6% | -5.9% | ? | ? | 32%[activator] | 5%
Cc1occc1-c1nnc(SCc2nc3ccccc3c(=O)n2CC#N)n1C | ? | 1% | -1% | 0.1% | -6% | 0% | 1.7% | -7% | i | ? | 15%
C=C(C)C1Cc2nc(N)nc(C)c2C1 (stereo unspecified) | 4% | 1% | -1% | -0.3% | -2% | -4% | -1.9% | ? | i | -19% | 2%
COCCNC(=O)c1cc(Br)ccc1Cl | 0% | -1% | -2% | 0.0% | -2% | -2% | 2.1% | -7% | i | -2% | -3%
COc1ccc(OC)c(C(=O)COC(=O)c2cc(C)oc2C)c1 | ? | -1% | -2% | -0.9% | -3% | -7% | 4.0% | 9% | ? | -1% | -1%
Cc1cc(C)n(-c2ncnc3c2oc2ccccc23)n1 | 3% | 1% | 2% | -0.5% | -1% | -26% | 0.1% | ? | ? | -28% | 6%
Cc1ccc2c(COC(=O)c3n[nH]c4ccccc34)cc(=O)oc2c1 | 29% | -7% | -4% | 0.5% | -2% | 52% | -0.5% | ? | i | -3% | 42%[activator]
Cc1cc2c(SCc3ccccc3Cl)nc(N)nc2nc1C | 3%[11.4 µM] | 2%[11.4 µM] | 0%[11.5 µM] | 0.3%[15.4 µM] | -6%[11.5 µM] | 0%[11.4 µM] | 5.5%[15.4 µM] | 19%[7.6 µM] | 1e-07M* | -1%[11.5 µM] | .
CCN(CC)CCCN(Cc1cc2cc(OC)ccc2[nH]c1=O)C(=O)Nc1ccccc1 | 8% | 4% | 3% | 1.4% | 0% | 5% | 0.0% | -4% | 2.5e-07M* | -15% | -3%
O=C(CSc1ncc(-c2ccc(F)cc2)[nH]1)N1CCCCC1 | -13% | -1% | 2% | 0.0% | -1% | -3% | -1.3% | -3% | i | 0% | -1%
Cn1cc(/C(Cc2ccccc2)=N\O)c2ccccc21 | 29% | 0% | -4% | -1.0% | -3% | 38% | 2.8% | 12% | ? | -7% | 9%
CN(CCCNC(=O)C1CCCN(S(=O)(=O)c2cnc[nH]2)C1)c1ccccc1 (stereo unspecified) | 30% | 2% | -1% | -0.5% | 0% | 17% | 1.8% | -7% | . | -4% | .
COc1ccc2c(c1)c1ncnc(N3CCN(Cc4ccc5c(c4)OCO5)CC3)c1n2C | 19% | 1% | -5% | 0.4% | -5% | 23% | -1.9% | ? | 1.7e-07M* | -10% | 15%
COC(=O)[C@@]1(Cc2ccc(OC)cc2)[C@H]2c3cc(C(=O)N(C)C)n(CCSCCO)c3C[C@H]2CN1C(=O)c1ccccc1 | 22% | . | -2% | -4.3% | 1% | 0% | -0.6% | -16% | . | 0% | .

Reformatted with tabs: part of the list above.
Compound	HEK293 cAMP ctrl	Luciferase inh	Casp1 inh	BRCT PPI red	Casp7 inh	Tau filament bind	BRCT PPI green	CRE-bla Fsk	A350 fluor	ERK AVP block	USP2a inh
Cc1cc(C)n(-c2ncnc3c2oc2ccccc23)n1	3%	1%	2%	-0.5%	-1%	-26%	0.1%	?	?	-28%	6%
Cc1ccc2c(COC(=O)c3n[nH]c4ccccc34)cc(=O)oc2c1	29%	-7%	-4%	0.5%	-2%	52%	-0.5%	?	i	-3%	42%[activator]
Cc1cc2c(SCc3ccccc3Cl)nc(N)nc2nc1C	3%[11.4 µM]	2%[11.4 µM]	0%[11.5 µM]	0.3%[15.4 µM]	-6%[11.5 µM]	0%[11.4 µM]	5.5%[15.4 µM]	19%[7.6 µM]	1e-07M*	-1%[11.5 µM]	.

Further entries follow:
SMILES | HEK293 cAMP ctrl | Luciferase inh | Casp1 inh | BRCT PPI red | Casp7 inh | Tau filament bind | BRCT PPI green | CRE-bla Fsk | A350 fluor | ERK AVP block | USP2a inh
Cc1ccc(CN2CCNC(=O)C2CC(=O)O)cc1 (stereo unspecified) | 5% | 3% | -2% | 1.3% | 1% | -9% | -0.4% | -7% | . | . | .
COc1cccc(Nc2ncc3ncc(=O)n(C[C@H]4CCCO4)c3n2)c1 | ? | 2%[11.4 µM] | -5% | 0.7% | -7% | -2% | -2.5% | ? | i | 14% | 48%[activator]
COCCNc1ncnc2nc[nH]c12 | 2% | 1% | 0% | -2.0% | 0% | 6% | -3.6% | -7% | i | -9% | -9%
CCc1cc2c(=O)n(Cc3ccco3)c(SCc3c(C)noc3C)nc2s1 | ? | 1% | -5% | -2.2% | . | 11% | 6.7% | ? | i | 11% | 34%[activator]
NC(=O)C1(N2CCCCC2)CCN(CC(=O)Nc2ccccc2-c2ccccc2)CC1 | 5% | 0% | 1% | -0.4% | -1% | -12% | -0.7% | ? | i | -10% | 2%
COc1cc(C2NC(=O)NC(C)=C2C(=O)OC2CCCC(C)C2)ccc1O (stereo unspecified) | ? | 2% | -1% | -0.5% | 2% | -15% | -1.3% | 14% | . | -11% | 18%
C=CCSc1nc2c(N)ncnc2n1[C@@H]1O[C@H](CO)[C@@H](O)[C@@H]1O | 9%[11.4 µM] | 4%[11.4 µM] | -3%[11.5 µM] | 0.0%[15.4 µM] | -1%[11.5 µM] | 4%[11.4 µM] | 0.0%[15.4 µM] | 1%[7.6 µM] | i | 17%[11.5 µM] | .
COc1ccc(OCC(=O)Nc2cccc(OC)c2)cc1 | 5% | -15% | 3% | 0.9% | -1% | 2% | -1.1% | -4% | i | -24% | 0%
CN(C)S(=O)(=O)N1CCN(CC(=O)Nc2cc(Cl)ccc2Cl)CC1 | 0% | 0% | 1% | 0.5% | -1% | -8% | 0.7% | 3% | i | 0% | -7%
CC(=O)C1=C(O)C(=O)N(CO)C1c1ccccc1F (stereo unspecified) | -13% | 2% | -1% | 0.6% | -1% | -3% | -3.0% | 5% | i | -2% | -5%
O=C(O)c1[nH]nc2c1COc1ccccc1-2 | 4% | 1% | 0% | 0.5% | 1% | -2% | -1.1% | 2% | i | -12% | -2%
CCOC(=O)c1cnn(-c2nc(SC)nc3sc4c(c23)CCC4)c1N | 5% | -2% | 1% | -0.9% | -16% | ? | -1.7% | 5% | ? | -8% | 9%
C1COC1 | ? | . | -2% | 0.7% | 0% | -7% | 0.3% | -13% | . | -2% | .
COCC(=O)N1CCC2(CC1)CN(c1cccc(-c3ccccc3)c1)C2 | 5% | -2%[11.4 µM] | -2% | -1.0% | 0% | -6% | -7.8% | 9% | i | -18% | 102%[activator]
Cc1cc(C)nc(NC(=O)Nc2ccccc2C(F)(F)F)n1 | ? | -1% | -1% | -0.2% | -3% | 10% | 1.0% | ? | ? | -19% | -4%
O=C(NCCCn1ccnc1)c1ccncc1 | -2% | 2% | 1% | -0.5% | 0% | 11% | -0.8% | -7% | i | -13% | 1%
